# S1P4 ag – agonists of human S1P4 receptor; O95977; S1P4-expressing cell line, agonist reporter assay; activation, % at 4.98 µM; 0.35% of 220,000 active; AID 1509; in the data active = activation above about 11%;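 also: 0% = DMSO vehicle and 100% = reference agonist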
# Target sequence (O95977 whole entry, looked up): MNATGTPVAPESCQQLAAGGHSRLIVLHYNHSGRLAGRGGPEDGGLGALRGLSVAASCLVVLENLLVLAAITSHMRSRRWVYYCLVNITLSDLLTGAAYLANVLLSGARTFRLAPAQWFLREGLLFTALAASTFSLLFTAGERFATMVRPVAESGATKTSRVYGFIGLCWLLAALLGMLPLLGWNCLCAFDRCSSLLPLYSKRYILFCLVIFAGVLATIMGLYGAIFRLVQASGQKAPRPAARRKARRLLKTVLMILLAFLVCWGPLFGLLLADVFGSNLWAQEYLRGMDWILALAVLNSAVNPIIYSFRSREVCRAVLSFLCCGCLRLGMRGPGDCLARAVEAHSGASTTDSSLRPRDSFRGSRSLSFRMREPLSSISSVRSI
# eIF4E 4G PPI – inhibitors of eIF4E and eIF4G interaction in translation initiation; P63073+Q04637; TR-FRET eIF4E-eIF4GI(517-606) binding, 2 h; inhibition, % at 21.7 µM; 0.37% of 220,000 active; AID 782;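 active = inhibition above about 30%, limit read from the data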;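 also: 0% = full FRET control wells and 100% = background wells lacking eIF4GI fragment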
# PERK inhibitor – inhibitors of human PERK kinase; Q9NZJ5; CHO PERK-DD fusion, SEAP luminescence translation reporter; inhibition, % at 5.6 µM; 0.17% of 220,000 active;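 active = inhibition above the mean inhibition of all tested compounds plus 3 SD, set separately per screening campaign, cut at about 2.9% in these data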;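 also: PERK kinase domain activated by AP20187 dimerizer at 100 nM; 0% = DMSO with dimerizer and 100% = rapamycin at 8.4 µM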
# Wee1 stabilizer – blocks degradation of human Wee1 kinase; P30291; HeLa Luc-Wee1K328M stability, luciferase luminescence; 100% = proteasome inhibitor MG132 effect; reporter increase, % at 5 µM; 1.2% of 220,000 active; AID 1321;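 active = activation above the mean of all tested compounds plus 3 SD, set per screening run, cut at about 8.8% in these data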;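 also: cells exposed to compound for 20 h before luminescence read; 0% = DMSO alone and 100% = MG132 at 30 µM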
# MDM2 E3 inh – Mdm2 E3 ligase (human) inhibition. cell-based MDM2 ubiquitination luciferase reporter, 2 h; 0 = plate control, 100 = twice control, blank-subtracted. signal enhancement, % at 5 µM. 0.11% of 210,000 active;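 active = signal enhancement of 30% or more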;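 also: luminescence tracks abundance of the self-degrading MDM2-luciferase fusion protein; higher signal means inhibition of MDM2 E3 ligase activity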
#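 System: stable MDM2–luciferase fusion reporter cells / Input: 2000 cells seeded into each well / Schedule: 4 h settle plus 2 h compound, 37 °C / Compound: single-point 5 µM / Buffer or medium: cells held in DMEM / Benchmarks: control and blank well means / Evaluation: percent signal gain over controls, blank-subtracted / Measured by: luciferase luminescence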
# Ba/F3 V617F tox – reduce viability of Ba/F3 cells dependent on JAK2V617F | Ba/F3 EpoR-JAK2V617F viability, ATP luminescence | inhibition, % at 5.6 µM | 1.1% of 220,000 active | AID 1446;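 active = inhibition above the campaign mean plus 3 SD over all tested compounds, cut at about 24% in these data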;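 also: cytokine-independent growth of Ba/F3 cells driven by EpoR plus mutant JAK2; 0% = DMSO-treated cells and 100% = JAK inhibitor I control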
# NPY-Y2 PAM-ag – potentiators or agonists of human neuropeptide Y receptor Y2; P49146; cells expressing NPY-Y2, potentiator/agonist read-out; activation, % at 3.6 µM; 0.45% of 220,000 active; AID 1359; in the data active = activation above about 27%;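 also: cells stimulated with NPY near EC25 plus isoproterenol at EC100; 0% = vehicle plus submaximal agonist and 100% = vehicle plus saturating agonist; some results beyond the cut were filed as inactive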
# Target sequence (P49146 whole entry, looked up): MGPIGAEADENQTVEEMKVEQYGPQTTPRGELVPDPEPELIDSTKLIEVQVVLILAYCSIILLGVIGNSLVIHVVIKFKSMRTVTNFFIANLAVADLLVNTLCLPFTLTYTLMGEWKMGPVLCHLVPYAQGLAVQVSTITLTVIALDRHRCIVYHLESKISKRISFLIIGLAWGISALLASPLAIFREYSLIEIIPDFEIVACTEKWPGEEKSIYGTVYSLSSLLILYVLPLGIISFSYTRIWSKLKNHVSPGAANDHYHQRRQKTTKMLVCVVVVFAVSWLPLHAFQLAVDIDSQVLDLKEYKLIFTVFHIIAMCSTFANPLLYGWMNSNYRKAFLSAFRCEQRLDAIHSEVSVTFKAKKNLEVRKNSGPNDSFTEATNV
# S1P4 antag – human S1P4 receptor antagonism; S1P4-expressing cells, antagonist mode, reporter read-out; inhibition, % at 4.98 µM; 0.26% of 220,000 active; in the data active = inhibition above about 29%;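 also: 0% = wells stimulated with agonist and 100% = vehicle wells without agonist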
# BaF3 tox – reduces parental Ba/F3 cell viability, JAK2V617F counter-screen | CellTiter-Glo ATP luminescence | inhibition, % at 5.6 µM | 1.1% of 220,000 active;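 active = inhibition above a per-campaign cutoff, the mean inhibition of all tested compounds plus 3 SD, cut at about 27% in these data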;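 also: 0% = DMSO wells and 100% = JAK Inhibitor I control wells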
# The depositor's hits bear a star; · = no result given; & = joins results of further samples; [ ] = remark or other dose.
SMILES,S1P4 ag,eIF4E 4G PPI,PERK inhibitor,Wee1 stabilizer,MDM2 E3 inh,Ba/F3 V617F tox,NPY-Y2 PAM-ag,S1P4 antag,BaF3 tox
CC(C)CC(=O)Nc1cccc(-c2csc(-c3ccccc3)n2)c1,-0.2,-18.6,-1.3,-0.6,-1.8,0.2,-13.5,-13.7,1.4
CCOC(=O)c1cc(OC(=O)c2cccs2)n(-c2ccccc2)n1,-5.5,22.8,1.6,-1.3,-1.2,1.5,-1.4,-5.2,4.3
Cc1ccc(-c2nnn(CC(=O)NCCC3=CCCCC3)n2)cc1,0.3,4.6,0.9,5.0,7.1,1.2,-9.1,5.1,3.7
CCOc1ccc(S(=O)(=O)N(C)c2ccc(OCC(=O)NCc3ccc(C(=O)OC)cc3)cc2)cc1,-2.3,-0.2,1.9,-1.1,-13.7,-1.9,6.3,6.5,-0.6
CC(=O)Nc1ccc(C(=O)N/N=C/c2ccc(F)cc2)cc1,2.5,-4.0,0.1,2.6,-4.5,0.5,6.4,8.1,1.2
O=C(CCC1CCCN(C(=O)C2=CCCCC2)C1)N1CCN(c2ccccn2)CC1 (centres undefined),-1.4,1.4,0.2,-2.8,-9.7,3.7,7.3,1.3,3.2
CCCOC(=O)c1ccc(Oc2cn[nH]c2-c2ccc(OCC(=O)NN)cc2O)cc1,0.7,-3.7,-0.2,-0.1,-16.6,3.5,-1.1,15.4,4.7
CNS(=O)(=O)c1cccc(C(=O)OCC(=O)c2cc(C)n(-c3ccc4c(c3)OCO4)c2C)c1,-1.0,-9.3,-0.4,3.3,-5.8,-2.2,14.6,-0.5,0.7
CCCCNc1ccc(C(=O)Nc2cccc(C)n2)cc1[N+](=O)[O-],0.1,-0.8,0.9,-0.1,-5.6,2.9,-11.9,2.1,-1.1
CCC(=O)Nc1cccc(Oc2nc(C)cc(C)c2C#N)c1,0.3,1.8,0.5,0.9,-6.5,-5.5,8.7,-12.8,1.4
CCOC(=O)c1cnn(-c2sc(C(=O)OCC)c(C)c2C(=O)OCC)c1N,0.3,·,0.6,0.2,·,3.5,1.4,-5.1,2.0
CC(C)N1C(=O)CCC1C(=O)NCc1cccs1 (centres undefined),1.6,2.0,1.5,0.2,-12.3,-1.8,-11.1,-17.4,-2.1
O=C(Nc1nc(-c2ccccc2)cs1)c1ccco1,1.7,65.9*,-1.6,3.4,-3.4,4.2,-21.9,-0.8,6.7
CCOC(=O)C1(CC2CCCCO2)CCN(C(=O)Nc2ccc(C(=O)OC)cc2)CC1 (centres undefined),0.8,-0.8,-0.2,2.5,-0.5,-0.2,-8.5,-15.5,6.4
Cc1ccc(CNc2ncnc(N)c2[N+](=O)[O-])cc1,-0.5,0.4,0.0,-2.6,-18.4,-1.4,1.5,-1.5,-0.3
O=C(CNC(=O)c1ccc(Cl)cc1)OC1CCOC1=O (centres undefined),0.9,-0.2,0.7,-1.0,-10.0,-0.6,1.4,9.8,0.6
CCn1c(SCC(=O)NCCOC)nc2sc(C)c(C)c2c1=O,0.5,1.8,-0.5,-3.2,-1.2,-3.4,-7.7,-10.9,-1.8
O=S(=O)(Cc1ccccc1)N1CCCC1,0.8,1.4,0.1,1.4,-5.2,-1.4,-5.0,-12.9,5.1
O=C(Cc1ccccc1)Nc1ccc(CN2CCOCC2)cc1,2.1,-1.0[fluorescence artefact?],-0.1,6.8,-4.9,2.0,-10.8,-19.1,1.2
CC(=O)c1cc2c(cc1NC(=O)Nc1cccc(Cl)c1)OCCO2,0.2,0.1,-0.4,2.6,-9.8,2.1,9.0,-17.1,3.5
O=C(COc1cccnc1[N+](=O)[O-])NCc1cccs1,0.6,2.9,1.6,-2.0,24.6,1.4,-7.2,-8.3,6.2
Cc1ccc(N=C(N(C)C)P(=O)(N(C)C)N(C)C)c(C)c1,1.3,-1.2,0.3,-5.1,-11.0,-2.6,2.9,-4.1,7.1
CCCOP(=O)(c1ccc(N(C)C)cc1)C(O)c1ccccc1OC (centres undefined),2.4,0.5[fluorescence artefact?],0.2,-2.6,-2.7,3.7,-18.8,3.1,2.1
O=C(CC1Oc2ccccc2NC1=O)NCc1ccccc1 (centres undefined),-1.1,-0.8,1.4,0.6,-9.3,-5.0,2.5,-9.4,-0.2
O=c1c(Cl)c(Cl)cnn1Cc1ccccc1Cl,1.3,-9.2,-0.4,-4.0,1.8,15.5,11.9,46.2*,25.1

# Looked up by structure from above, 2 records:
SMILES,S1P4 ag,eIF4E 4G PPI,PERK inhibitor,Wee1 stabilizer,MDM2 E3 inh,Ba/F3 V617F tox,NPY-Y2 PAM-ag,S1P4 antag,BaF3 tox
O=C(CCC1CCCN(C(=O)C2=CCCCC2)C1)N1CCN(c2ccccn2)CC1 (centres undefined),-1.4,1.4,0.2,-2.8,-9.7,3.7,7.3,1.3,3.2
CC(=O)Nc1ccc(C(=O)N/N=C/c2ccc(F)cc2)cc1,2.5,-4.0,0.1,2.6,-4.5,0.5,6.4,8.1,1.2

# The list goes on:
SMILES,S1P4 ag,eIF4E 4G PPI,PERK inhibitor,Wee1 stabilizer,MDM2 E3 inh,Ba/F3 V617F tox,NPY-Y2 PAM-ag,S1P4 antag,BaF3 tox
COCC(O)CSc1nc(C)[nH]c1[N+](=O)[O-] (centres undefined),0.1,5.9,0.3,-3.2,-9.8,1.3,-0.5,0.0,4.2
N#Cc1c2n(c(=S)n(-c3ccc(F)cc3)c1=O)CCCCC2,-0.2,-0.2,1.1,1.7,-2.0,-1.1,4.9,-3.8,4.7
COc1ccccc1NC(=O)Nc1ccc(C(=O)N2CCCCC2)cc1,1.5,-3.7,-0.7,1.1,-28.9,5.3,20.3,-11.4,9.7
COc1ccc(C(=O)N/N=C(\C)CC(=O)Nc2cccc(C(F)(F)F)c2)cc1,1.1,-7.3,-0.9,-1.1,-7.2,3.5,3.7,2.1,4.1
O=C(NC(=S)Nc1cccc(-c2ccc(CO)o2)c1)c1cccs1,0.0,-0.6,0.7,0.9,-18.1,1.6,-21.1,-2.5,6.2
O=C(NN=C1CCCC1)C1COc2ccccc2O1 (centres undefined),0.6,3.7,-0.1,-0.5,-14.6,3.7,-4.8,-3.6,2.9
CC(C)CC(=O)N1CCN(CC2CC=CCC2)CC1 (centres undefined),2.2,4.1,0.0,-0.1,-2.4,-4.9,4.4,-15.2,0.4
COC(=O)c1ccccc1NC(=O)CN(C)S(=O)(=O)c1ccc(OC)c(C)c1,1.3,-3.3,-0.5,1.6,-14.6,0.3,-15.4,-8.4,3.4
CC(C)(C)OC(=O)NCCCC[C@@H](C(=O)N1CCN(C(=O)OC(C)(C)C)CC1)n1cc(CCC(=O)O)nn1,0.3,-1.3,1.9,0.8,·,-3.5,-16.1,-1.8,4.1
COc1ccc(CCN(C)C(=O)C2CCCN(Cc3ccc(OC)c(OC)c3)C2)cc1OC (centres undefined),3.9&5.7,2.6&-2.5,-0.4&-0.3,-2.4&-0.9,-2.2&1.8,-3.6&-1.6,-10.7&10.3,-14.9&4.2,-1.2&6.0
COc1ccc(NC(=O)c2cc3c(=O)n(C)c4ccccc4c3n2C)cc1OC,1.6,-1.6,-1.4,2.8,1.1,-2.6,4.1,-11.2,1.0
Cc1ccccc1NC(=O)c1ccc(C)c(S(=O)(=O)Nc2ccccn2)c1,1.9,2.7,-0.6,-1.8,-5.2,0.4,-5.2,-1.8,4.3
c1ccc2c(c1)Oc1cccc3cccc-2c13,-0.1,-10.2,0.4,3.7,·,3.2,-38.3,1.0,-0.6
CN1CCC(CNC(=O)Nc2csc3ccccc23)CC1,0.5,1.9,1.3,-0.1,-3.2,0.1,-13.6,2.8,-4.4
CCOC(=O)C1=NN(c2ccccc2C)C2=NC(C)=C(C(=O)OC)C(c3cccs3)N12 (centres undefined),1.9,-2.1,-1.1,0.3,·,4.7,-3.5,6.1,2.0
COc1cc(CNn2c(C)n[nH]c2=S)cc(Cl)c1OCc1ccccc1,-0.9,14.7,-0.9,-2.0,2.2,3.3,2.3,-6.1,4.9
O=C(Oc1nsnc1N1CCOCC1)N1CCCCC1,-3.3,·,0.1,-0.7,·,-1.6,-1.8,-31.1,1.1
CC(C)(C)c1ccc(C(=O)NNc2cc(N3CCOCC3)nc(N3CCOCC3)n2)cc1,0.8,-3.3,0.4,2.7,-14.7,1.9,-3.4,-3.9,6.0
CC(=O)c1cc(C(=O)Nc2ccccc2C(=O)O)oc1C,-0.8,3.8,0.6,1.5,-7.5,-4.3,2.8,-16.9,1.0
O=C(O)C1CCCCC1C(=O)Nc1ccccc1Nc1ccccc1 (centres undefined),3.4,4.1[fluorescence artefact?],-0.8,-1.2,2.4,-3.3,18.2,-27.3,-0.9
CC(=O)Nc1ccc(S(=O)(=O)NNC(=O)CCC(=O)Nc2cc(C)ccc2C)cc1,0.0,3.7,0.2,-1.1,-8.6,-2.0,14.9,-0.9,0.9
CN(CC(=O)N1CCCC1)S(=O)(=O)c1cc(Cl)ccc1Cl,-1.5,-1.6,-0.4,-1.9,-12.7,-1.2,9.4,-2.1,1.0
COc1cccc(C(=O)N2CCN(Cc3ccc4c(c3)OCO4)CC2)c1OC,-0.8,0.8,0.0,-0.3,4.7,0.3,-22.9,-0.3,9.2
O=C(Nc1ccc(Br)cn1)c1coc(=O)c(Br)c1,0.8,-3.8,0.7,1.3,-5.9,-0.7,1.6,-1.4,-0.8
CCOC(=O)C1CCN(C(=O)/C(C)=C\c2ccccc2)CC1,-0.5,2.0,0.1,6.0,-18.8,2.1,-7.8,-15.0,9.8

# Additional structures.
SMILES,S1P4 ag,eIF4E 4G PPI,PERK inhibitor,Wee1 stabilizer,MDM2 E3 inh,Ba/F3 V617F tox,NPY-Y2 PAM-ag,S1P4 antag,BaF3 tox
N#Cc1cnn(Cc2ccccc2)c1N,-2.3,5.1,2.5,-0.3,3.8,-4.1,6.8,1.9,1.2
COc1cc2cc(C(=O)Nc3ccccc3)c(N)nc2cc1OC,1.0,12.2,0.2,-1.3,-21.2,-0.6,4.5,3.7,3.3
CCOc1ccc(N2C(=O)CC(NCCc3ccncc3)C2=O)cc1 (centres undefined),0.3,13.2,1.2,-0.7,5.8,-5.2,-0.6,-0.1,0.0
CC(NS(=O)(=O)c1ccccc1)C(=O)Nc1nccs1 (centres undefined),0.2,-4.2,-0.2,1.1,0.5,-4.5,-5.2,2.7,-0.6
CC(=O)NC1CCN(C(=O)N2CCCC2)CC1,-1.5,-1.8,0.5,-0.7,-3.1,0.8,-5.4,13.6,3.9
CCOc1cc(/C=C2\N=C(SCC)SC2=O)cc([N+](=O)[O-])c1OC(C)=O,-1.6,3.0[fluorescence artefact?],-0.5,-1.2,-0.3,-2.3,21.5,8.1,-2.0
O=C(NNC1=Nc2cc([N+](=O)[O-])ccc2OC1)c1ccccc1Cl,-0.6,-1.2,1.0,0.0,-7.2,-3.0,-5.6,0.9,-1.7

# Five compounds from above, limited to S1P4 antag, Ba/F3 V617F tox and MDM2 E3 inh:
compound | S1P4 antag | Ba/F3 V617F tox | MDM2 E3 inh
c1ccc2c(c1)Oc1cccc3cccc-2c13 | 1.0 | 3.2 | ·
CN1CCC(CNC(=O)Nc2csc3ccccc23)CC1 | 2.8 | 0.1 | -3.2
CCOC(=O)C1=NN(c2ccccc2C)C2=NC(C)=C(C(=O)OC)C(c3cccs3)N12 (centres undefined) | 6.1 | 4.7 | ·
COc1cc(CNn2c(C)n[nH]c2=S)cc(Cl)c1OCc1ccccc1 | -6.1 | 3.3 | 2.2
O=C(Oc1nsnc1N1CCOCC1)N1CCCCC1 | -31.1 | -1.6 | ·
